# E-selectin induc – E-selectin induction in HUVECs, primary screen, imaging, HUVEC, immunofluorescence imaging, single point. P16581. normalized: neutral wells 0, TNF-alpha wells 100. activation, % at 7.58 µM. 260,000 compounds, 0.37% hits;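 active = mean E-selectin-positive cell signal at least 10% of the positive control, reached in at least 60% of replicates, without over 20% cell loss; inconclusive = no rule given, readout overlaps actives, possibly toxicity-flagged; inactive = the rest, including those meeting only one limit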;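 also: in these data hits start at about 27%; measured in HUVEC primary endothelial cells; signal is the percent of cells scored E-selectin positive by PE staining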
#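 assay system = HUVEC, human umbilical vein endothelial cells | input = 3,000 HUVEC seeded per well | medium = EGM-2 growth medium on 0.1% gelatin-coated wells | dosing = one compound dose added by pin transfer | signal = immunofluorescence imaging | read-out basis = % PE-positive cells | control set = TNF-alpha, DMSO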
# RAD54 branch – inhibitors of human RAD54 branch migration, primary screen, biochemical, fluorescence, single point. DNA repair and recombination protein RAD54-like (Homo sapiens), Q92698. RAD54 Holliday junction branch migration, FAM/BHQ fluorescence. inhibition, % at 10.4 µM. 360,000 compounds, 0.14% hits;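 active = mean normalized replicate activity at least 40 and at least half of replicates scoring 40 or more; inconclusive = only one of the two criteria met; inactive = mean below 40 and under half of replicates reaching 40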;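 also: 0% = median of neutral control wells and 100% = median of positive control wells; inhibitors cause a drop in the FAM fluorescence signal; in these data hits start at about 50%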
# Target sequence (Q92698 whole entry, looked up): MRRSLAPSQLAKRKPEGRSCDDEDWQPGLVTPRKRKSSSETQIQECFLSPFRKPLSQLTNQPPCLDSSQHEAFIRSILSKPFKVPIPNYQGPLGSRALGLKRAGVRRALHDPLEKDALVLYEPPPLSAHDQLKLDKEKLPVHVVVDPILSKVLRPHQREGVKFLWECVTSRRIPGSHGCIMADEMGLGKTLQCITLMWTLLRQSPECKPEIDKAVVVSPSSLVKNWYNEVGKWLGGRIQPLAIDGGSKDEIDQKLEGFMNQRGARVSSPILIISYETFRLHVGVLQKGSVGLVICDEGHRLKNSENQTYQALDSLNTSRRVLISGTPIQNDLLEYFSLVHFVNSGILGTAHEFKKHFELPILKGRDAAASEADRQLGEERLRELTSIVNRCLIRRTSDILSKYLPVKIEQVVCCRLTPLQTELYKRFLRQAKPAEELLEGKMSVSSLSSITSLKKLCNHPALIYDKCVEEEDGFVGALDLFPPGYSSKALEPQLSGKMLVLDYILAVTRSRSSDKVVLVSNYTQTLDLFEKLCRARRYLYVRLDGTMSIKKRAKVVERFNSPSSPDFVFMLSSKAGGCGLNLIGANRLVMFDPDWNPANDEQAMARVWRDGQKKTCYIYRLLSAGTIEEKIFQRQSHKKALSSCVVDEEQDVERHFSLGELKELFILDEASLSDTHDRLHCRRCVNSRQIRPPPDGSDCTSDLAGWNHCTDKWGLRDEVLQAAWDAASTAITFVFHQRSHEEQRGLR
# Casp6 inh – human caspase-6 inhibitors, primary screen, biochemical, VEID-R110 fluorescence, single point, set 2 | purified caspase-6, Z-VEID-R110 cleavage fluorescence | AID 686996, 2013 | inhibition, % at 12.5 µM | P55212 | 350,000 compounds, 0.53% hits;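 active = mean inhibition across replicates at least about 35%, with every replicate also reaching that limit, limit read from the data; inconclusive = only one of the two criteria met; inactive = neither criterion met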;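 also: 0% = median of neutral control wells and 100% = no fluorescence left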
# Target sequence (P55212 24-179 limits assumed): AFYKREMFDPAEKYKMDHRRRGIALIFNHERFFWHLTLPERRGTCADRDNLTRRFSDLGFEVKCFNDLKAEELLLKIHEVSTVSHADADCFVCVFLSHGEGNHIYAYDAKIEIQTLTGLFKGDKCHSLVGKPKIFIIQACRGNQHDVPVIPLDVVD
# Target sequence (P55212 194-293 limits assumed): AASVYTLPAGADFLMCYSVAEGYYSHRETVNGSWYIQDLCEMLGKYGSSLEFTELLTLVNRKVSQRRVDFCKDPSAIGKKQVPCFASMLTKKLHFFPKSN
# ERp5 block – inhibitors of ERp5-driven insulin aggregation, primary screen, biochemical, turbidity, absorbance 650 nm, single point. 90 min. inhibition, % at 9.99 µM. 350,000 compounds, 0.05% hits;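 active = mean replicate inhibition above about 25%, with every replicate also reaching it, limit read from the data, passing the limit was not always enough; inconclusive = only one of those two criteria met; inactive = neither criterion met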
# RAD52 anneal inh – RAD52 DNA annealing inhibitors, primary screen, biochemical, FRET, single point, set 2 | DNA repair protein RAD52 homolog (Homo sapiens), P43351 | recombinant RAD52 DNA annealing, FRET fluorescence | inhibition, % at 18.7 µM | 360,000 compounds, 0.46% hits;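 active = every replicate showing at least 50% inhibition; inconclusive = mean inhibition at least 50% but not in every replicate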
# PglD DTNB – C. jejuni PglD acetyltransferase inhibitors, primary screen, biochemical, DTNB colorimetric, single point; purified PglD enzyme, DTNB colorimetric CoA detection; inhibition, % at 12.5 µM; 360,000 compounds, 0.098% hits; AID 602405, 2012; in the data active = inhibition above about 16%, passing the limit was not always enough; inconclusive = no clear call, values can overlap the other calls; also: strong numbers were not always called active
# esBAF inh – Bmi1 luciferase reporter increase in mESCs, primary screen, esBAF inhibitor project, mouse ES cells, Bmi1 luciferase knock-in, single point. 24 h; 100% = twice the neutral-well signal. 350,000 compounds, 2% hits. reporter increase, % at 12.5 µM; in the data active = activation above about 40%; inconclusive = no clear call, values can overlap the other calls;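 also: 0% = median of the plate's neutral control wells and 100% = double that signal; a rise in the Bmi1 reporter signal indicates esBAF inhibition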
# ARNT TACC3 PPI – disruptors of ARNT/TACC3 protein interaction, primary screen, biochemical, AlphaScreen, single concentration | AID 623870, 2012 | AlphaScreen His-ARNT PAS-B/GST-TACC3 binding, luminescence; TACC3 fragment carries E629A point mutation | 390,000 compounds, 0.66% hits | Transforming acidic coiled-coil-containing protein 3 (Homo sapiens), Q9Y6A5 | inhibition, % at 9.99 µM;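 active = mean inhibition of replicates at least 50% and at least half of replicates each reaching 50%; inconclusive = half or more replicates reach 50% but mean below 50%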;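 also: 0% = complete ARNT plus TACC3 wells and 100% = ARNT alone without TACC3; many hits fall short of the cut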
# Numbers without * were called inactive; ? = inconclusive; . = no result given.
SMILES,E-selectin induc,RAD54 branch,Casp6 inh,ERp5 block,RAD52 anneal inh,PglD DTNB,esBAF inh,ARNT TACC3 PPI
O=S(=O)(c1ccc(Cl)cc1)N1CCC(O)(CN2CCN(Cc3ccccc3)CC2)CC1,.,.,-4,4,-16,.,.,7
CC(Sc1ncn[nH]1)C(=O)Nc1cc(C(F)(F)F)ccc1Cl (centres undefined),-0.8,0,0,-9,-5,2,-2,0
Cc1ccc(S(=O)(=O)n2oc(=O)c(C3CCCCC3)c2N)cc1,0.1,2,0,8,-13,0,-5,64*
CC(C)NC(=O)Nc1ccc2c(c1)C(=O)N([C@@H](C)CO)C[C@H](C)[C@H](CN(C)Cc1ccncc1)OCCCC[C@H](C)O2,-0.1,-2,0,-1,9,0,.,2
Cc1ccc(S(=O)(=O)n2cccc2/C=C/[N+](=O)[O-])cc1,0.8,-5,3,0,-15,-2,-3,.
C[C@H](CO)N1C[C@H](C)[C@H](CN(C)Cc2ccc3c(c2)OCO3)Oc2ccc(NC(=O)C3CC3)cc2C1=O,1.5,-1,-1,0,-14,0,1,8
COc1ccccc1NS(=O)(=O)c1ccc(N/N=C/C=C/c2ccccc2[N+](=O)[O-])c([N+](=O)[O-])c1,-0.2,.,-3,2,-10,.,.,13
Cc1ccc(NC(=O)CN(C)C(=O)C2CCC2)cc1,-1.5,8,-65,0,0,5,-8,-8
COc1ccccc1NC(=O)c1ccccc1Oc1ccccc1,.,4,-2,2,-4,2,-2,-3
COc1cc(OC)c(OC)cc1/C=C1\Oc2cc(OS(C)(=O)=O)ccc2C1=O,0.1,-30,10,0,-87,0,.,1
NC1=NC(=O)C(CC(=O)Nc2ccc3c(c2)OCO3)S1 (centres undefined),0.9,.,3,3,-4,.,.,-15
COc1ccc(/C=C/C(=O)NC(=S)NNC(=O)[C@H]2C[C@@H]2c2ccccc2)cc1OC,.,9,-2,-1,-9,-7,1,-3
COc1ccc(OCc2nnc(SCC(=O)O)n2N)cc1,.,-1,.,.,.,-3,-10,1
Cc1noc(C)c1NC(=O)N(C)C[C@@H]1OCCCC[C@H](C)Oc2ccc(NC(=O)Nc3cccc4ccccc34)cc2C(=O)N([C@H](C)CO)C[C@@H]1C,-0.2,-2,.,.,.,-1,9,-13
CSc1ccc(/C=N/NC(=O)CNc2ccc3ccccc3c2)cc1,.,.,-1,-7,2,.,.,0
Cc1cccc(C)c1Nc1cn[nH]c1,-0.1,2,2,4,11,1,1,.
O=C(O)c1cc2cc(S(=O)(=O)O)ccc2cc1O,-0.4,.,-1,-6,-20,.,.,-6
COc1ccccc1/C=N/NC(=O)c1cccc(OC(F)(F)C(F)F)c1,.,.,-1,-1,-14,.,.,-6
N#Cc1cccc(C(c2nnnn2C2CCCC2)N2CCC(Cc3ccccc3)CC2)c1 (centres undefined),.,1,1,-10,-21,-4,-13,.
C/C=C/c1ccc2c(c1)O[C@@H](CN(C)C(=O)CC1CC1)[C@@H](C)CN([C@H](C)CO)S2(=O)=O,0.0,-9,2,-4,-4,2,-6,-5
COc1ccccc1Nc1nnc(C)c(=O)[nH]1,.,-1,.,.,.,1,3,7
COc1ccccc1-n1c(CCC(=O)O)ccc1-c1ccccc1,-0.2,1,9,0,-23,1,4,-19
COc1ccc(Cn2c(C)nc3c(c2=O)c2nc4ccccc4nc2n3Cc2ccco2)cc1,1.7,-5,-5,7,-19,8,-4,-7
CCc1ccc2n(-c3ccc(OC)cc3)c([S-])c(C(=O)Nc3cc(C)cc(C)c3)[n+]2c1,1.9,3,-3,2,-24,1,6,8
CCc1ccc(-c2nc(C)c(CCO)c(=O)[nH]2)cc1,-0.5,.,0,2,2,.,.,-6
N[C@@H](CO)c1cn([C@@H](Cc2cc3ccccc3[nH]2)C(=O)N2CCNCC2)nn1,-0.2,34,-202,-3,93*,-5,5,33
CCCN(CCC)S(=O)(=O)c1ccc(C(=O)Nc2nnc(COC)o2)cc1,.,.,1,5,-12,.,.,29
Cn1c(=O)[nH]c(=O)c2c1nc(N1CCN(C(c3ccccc3)c3ccccc3)CC1)n2CCO,0.0,-3,.,1,-2,3,-38,-3
C=CCn1c(SCC(=O)NC(=O)Cc2ccccc2)nc2ccccc2c1=O,.,-5,-1,2,-12,1,-3,-11
O=C(C[C@H]1C[C@@H]2c3cc(NC(=O)C4CCOCC4)ccc3O[C@@H]2[C@@H](CO)O1)NCc1ccccc1F,-0.5,-2,-2,3,-4,1,-1,2
CC(=O)c1cc(NC(=O)c2ccccc2)c(=O)oc1/C=C/N(C)C,.,-42,.,.,.,-2,5,0
O=C(COC(=O)CNC(=O)c1ccc(Cl)cc1Cl)NCC1CCCO1 (centres undefined),0.0,.,0,-1,-11,.,.,-5
Cc1cc(C(C)(C)CC(C)(C)C)ccc1OCCOCC[N+](C)(C)Cc1ccccc1,-0.3,33,-97,7,91*,1,-73,11
COCCn1c(=S)[nH]c2cc(C(=O)N3CCN(c4cccc(Cl)c4)CC3)ccc2c1=O,.,-1,-1,5,-6,-5,-3,.
COc1ccccc1N1CCN(C(=O)CN(Cc2ccc(Cl)cc2)S(C)(=O)=O)CC1,.,1,-2,-2,-3,1,8,-3
Cc1nn(CC(=O)Nc2ccc3c(c2)oc2ccccc23)c(=O)c2ccccc12,.,-6,.,.,.,-3,-11,12
O=C1CNC(=O)c2cc(Cl)ccc2N1,0.1,-2,-2,-8,-19,4,4,.
COCCn1cc(C(=O)NCc2ccco2)c2c3ccccc3n(C)c2c1=O,.,.,2,8,-5,.,1,-1
CN1c2ccc(-c3ccccc3)cc2[C@@H]2[C@@H](CCN2C(=O)NC2CCCCC2)[C@H]1CO,-0.3,.,2,22,-14,.,.,.
COc1cccc(C2C(=O)c3ccccc3C2=O)c1,66*,-7,2,2,-7,-1,.,-4
C[C@@H]1CN([C@@H](C)CO)C(=O)c2cc(/C=C/c3ccccc3)cnc2O[C@@H]1CN(C)S(C)(=O)=O,4.2,-5,2,-4,8,3,-4,29
CCN(C(=O)COC(=O)/C(C#N)=C/c1ccc(N(C)C)cc1)C1CCS(=O)(=O)C1 (centres undefined),0.9,-10,-1,5,-16,-5,34,-5
CC(=O)N1CC(C)Sc2ccc(S(=O)(=O)NC3CCCCC3)cc21 (centres undefined),.,5,-9,3,-5,0,4,0
O=C(c1ccncc1)N1CC(=O)N2[C@H](CO)[C@@H](c3ccc(-c4cccnc4)cc3)[C@H]2C1,0.4,.,-2,1,-9,.,.,.
CC(=O)C1=C(O)C(=O)N(c2ccc(O)cc2)C1c1ccc(C)cc1 (centres undefined),0.8,-8,0,0,-7,-8,5,-1
O=C(CCC(=O)c1cccs1)NCc1ccc(Cl)cc1,.,0,.,.,.,-4,-6,-4
OC(CNCCc1ccc(C(F)(F)F)cc1)COC(c1ccccc1)c1ccccc1 (centres undefined),0.2,7,9,1,11,-7,5,3
CCCCCCCCCCOC(=O)Cn1c(COc2cccc(OC)c2)[n+](C)c2ccccc21,.,46,.,.,.,1,-87,15
CC(=O)N(C)C[C@H]1Oc2ncc(C#CCc3ccccc3)cc2C(=O)N([C@@H](C)CO)C[C@@H]1C,0.0,-5,-1,2,-4,0,2,23
CC1=CC2=NC(=O)CC(C)(C(=O)N(CC(=O)NC3CCCC3)c3cc(C)cc(C)c3)N2C=C1 (centres undefined),2.7,.,-3,-7,-10,.,.,3
Cc1nn(CC(=O)NCc2ccco2)c(C)c1[N+](=O)[O-],-0.2,.,0,-1,4,-1,-3,5
COc1cc(OC)cc(-c2c(-c3cccs3)c3cc(-c4cnc(OC)nc4)ccc3n2C)c1,0.0,4,1,4,-15,-8,-15,-9
O=C(O)C1CCCN1S(=O)(=O)c1ccc2[nH]c(=O)c(=O)[nH]c2c1 (centres undefined),.,1,.,.,.,-3,-2,-5
CCc1ccc(Nc2ncc3c(n2)CC(C)(C)CC3=O)cc1,.,.,3,-1,-1,.,.,-2
CCN(CC)C(=O)[C@H]1CC(CC(=O)NC/C=C(\C)CCC=C(C)C)C(=O)N2CCc3c([nH]c4ccccc34)[C@]12C (some centres undefined),4.3,-5,0,6,-1,-2,1,-4
Cc1cc(C)n(CCC(=O)Nc2ccc3c(c2)OCCO3)n1,.,2,1,9,-4,2,-3,-2
Cc1ccc(NS(=O)(=O)c2ccc3c(c2)c(=O)n(C)c(=O)n3C)cc1F,.,-1,.,.,.,1,-13,1
C/C(N)=C(/C#N)C(=O)CSc1nnc(-c2ccccc2)n1C,4.8,3,-2,4,-14,1,.,-1
COC(=O)c1ccc(NC(=O)CNC(=O)C2CCCCC2)c(C)c1,.,0,.,.,.,-1,5,6
COc1ccc(OC)c(NC(=O)Nc2nc(CN)cs2)c1,-0.4,14,-3,0,15,0,6,.

# (list continues)
SMILES,E-selectin induc,RAD54 branch,Casp6 inh,ERp5 block,RAD52 anneal inh,PglD DTNB,esBAF inh,ARNT TACC3 PPI
CC1CCCC(C)N1C(=O)c1cc(F)c(F)cc1Cl (centres undefined),.,-19,.,.,.,-2,0,-2
Cc1ccc(S(=O)(=O)NCC(=O)NCC(=O)OCC(=O)NC(=O)NC(C)(C)C)cc1C,.,.,4,0,2,.,.,-4
CN1C(=O)c2cc(NC(=O)Nc3ccc(Cl)cc3)ccc2OC[C@H]2O[C@@H](CC(=O)O)CC[C@@H]21,0.0,-4,-1,-4,-15,2,2,13
C[C@@H]1CN([C@H](C)CO)C(=O)c2cccc(NS(=O)(=O)c3cn(C)cn3)c2O[C@H]1CN(C)CC1CCCCC1,-1.9,5,-4,-1,-5,0,6,9
COCCCn1cc(CN2CC(N3CCN(Cc4ccccc4F)CC3)CS2(=O)=O)nn1 (centres undefined),0.1,.,-1,0,-8,.,.,.
O=C(CSc1cccs1)Nc1ccc(Cl)cc1,0.8,.,0,3,-2,.,.,-1
COc1ccc(CNC(=O)C[C@@H]2C=C[C@H](NC(=O)c3cccc(F)c3)[C@@H](CO)O2)cc1,0.1,-4,3,4,0,2,3,3
Cc1cc[n+](-c2nc3ccccc3nc2[N-]S(=O)(=O)c2ccccc2)cc1,-0.2,-1,-1,2,-9,-39,.,-1
Cn1cnc(S(=O)(=O)N2CCCCN3[C@@H](CO)[C@H](c4ccc(C#CC5CC5)cc4)[C@@H]3C2)c1,.,-2,-1,8,9,0,.,3
O=C(Nc1ccccc1N1CCOCC1)c1ccc(N2CCCC2=O)cc1,?,6,-2,0,-12,5,-1,-1
Cc1nnc(NC(=O)C2=COCCO2)s1,-0.3,-3,0,-1,-6,-9,-2,-1
CSc1ccc(CNC(=O)Cc2ccc(NC(=O)C3=C(C)OCCS3)cc2)cc1,.,-1,0,2,-7,11,15,-5
COc1ccc(F)cc1S(=O)(=O)N1CCC2(CC1)OCCN2S(=O)(=O)c1ccccc1,-0.4,.,1,-5,-10,.,0,-15

# One compound at a time, from the list above. Order of values: E-selectin induc | RAD54 branch | Casp6 inh | ERp5 block | RAD52 anneal inh | PglD DTNB | esBAF inh | ARNT TACC3 PPI
# Shown for `COCCCn1cc(CN2CC(N3CCN(Cc4ccccc4F)CC3)CS2(=O)=O)nn1` (centres undefined) → 0.1 | . | -1 | 0 | -8 | . | . | .
# Shown for `Cc1cc[n+](-c2nc3ccccc3nc2[N-]S(=O)(=O)c2ccccc2)cc1` → -0.2 | -1 | -1 | 2 | -9 | -39 | . | -1

# Bioassay records (PubChem BioAssay)
